Pf growth 96h: P. falciparum growth inhibition at 96 hours; P. falciparum luciferase reporter growth, 96 h; Potency, µM (series often up to 28.7 µM), for inactives: at the top dose activity change, negative = inhibition, hits mostly inhibitors; 320,000 tested, 6.9% active; AID 504834; note: potency is the fitted concentration of half-maximal effect; % is set by controls: 0 for no effect and ±100 for the full control effect
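96 h incubation, 37 C, 5% CO2, of luciferase-reporter P. falciparum-infected RBCs (2% hematocrit, 0.05% parasitemia final) with test compounds; endpoint luminescence.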
LmPK inhibitor: inhibitors of Leishmania mexicana pyruvate kinase; Q27686; purified LmPK, Kinase-Glo ATP luminescence, 1 h; Potency, µM (series often up to 57.5 µM), without a hit: at the top dose activity change, negative = inhibition, most hits filed as inhibitors; 290,000 tested, 0.37% active; note: potency is the fitted concentration of half-maximal effect; % is set by controls: 0 for no effect and ±100 for the full control effect
Target sequence (Q27686 whole entry, looked up): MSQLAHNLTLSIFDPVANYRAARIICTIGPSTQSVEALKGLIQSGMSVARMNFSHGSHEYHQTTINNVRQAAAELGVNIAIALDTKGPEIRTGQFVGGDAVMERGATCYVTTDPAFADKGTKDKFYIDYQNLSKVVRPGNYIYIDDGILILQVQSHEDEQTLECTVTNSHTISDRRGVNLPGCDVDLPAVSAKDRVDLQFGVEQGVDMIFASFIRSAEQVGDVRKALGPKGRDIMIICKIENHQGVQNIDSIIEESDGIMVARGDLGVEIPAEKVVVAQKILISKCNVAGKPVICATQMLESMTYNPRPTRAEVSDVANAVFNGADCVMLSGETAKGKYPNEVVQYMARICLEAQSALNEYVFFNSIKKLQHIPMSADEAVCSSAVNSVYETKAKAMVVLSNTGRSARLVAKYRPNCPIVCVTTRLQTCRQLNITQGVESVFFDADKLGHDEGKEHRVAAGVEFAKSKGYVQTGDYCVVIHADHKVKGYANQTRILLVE
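In 50 mM imidazole pH 7.2 with 7 mM MgCl2, LmPK (0.1 nM) turned over PEP (0.5 mM) and ADP (0.1 mM) for 1 h at room temperature. Luciferase read-out of ATP.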
Tb PYK inh: blocks Trypanosoma brucei pyruvate kinase. 410,000 tested, 0.12% active. Potency, µM (series often up to 76.8 µM), for inactives: top-dose activity, negative = inhibition, usual class: inhibitors. AID 624173. TbPYK enzyme, Kinase-Glo Plus ATP luminescence, 45 min; note: potency is the fitted concentration of half-maximal effect; % is set by controls: 0 for no effect and ±100 for the full control effect; nearly all actives have a fitted effect of over 50% in size
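ADP (130 uM final) triggers the TbPYK reaction after compound addition; incubation is 45 min at room temperature. Kinase-Glo Plus is then added and luminescence imaged. Normalized data are fitted to concentration-effect curves.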
AMA1-RON2 inh: disrupts binding of P. falciparum AMA1 to RON2; 360,000 tested, 0.2% active; Potency, µM (titrated, usually from 58.2 µM), for the others: at the top dose activity change, negative = inhibition, hits mostly inhibitors; AlphaScreen AMA1-biotinylated RON2 peptide binding;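 note: potency is the fitted concentration of half-maximal effect; 0% = vehicle wells and -100% = peptide control; nearly all actives have a fitted effect of over 45% in size; some results filed as inactive show a strong effect at the top dose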
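AMA1 (3D7) with his tag at 25 nM final met compounds first, then biotinylated RON2 peptide at 25 nM; detection used donor plus acceptor beads, 10 µg/mL apiece, read by AlphaScreen after 30 min at room temperature.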
Pf growth 48h: P. falciparum growth inhibition at 48 hours (one generation) | 310,000 tested, 5.9% active | P. falciparum luciferase growth in erythrocytes, 48 h | AID 504832 | Potency, µM (series often up to 28.7 µM), for the others: at the top dose activity change, negative = inhibition, most hits filed as inhibitors; note: potency is the fitted concentration of half-maximal effect; % is set by controls: 0 for no effect and ±100 for the full control effect
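Luciferase-expressing P. falciparum in infected erythrocytes (2% hematocrit, 0.1% parasitemia final) in RPMI 1640/0.5% Albumax were exposed to compound for 48 hours at 37 C, 5% CO2; growth read as luminescence.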
CHX counter: counter-screen hit for Shiga toxin inhibitors, cycloheximide. cell reporter, cycloheximide protein synthesis inhibition counterscreen. max response, %. 300,000 tested, 12% active; in the data active = max response mostly above about 13%, no sharp cut-off; inactive = mostly below about 14%; note: read at 38.3 µM for the half of the compounds with a filed dose; 0% is about no effect
Shiga toxin inh: blocks Shiga toxin action in Vero cells; Vero cells, Shiga toxin protein synthesis inhibition reporter; inhibition, % at 38.7 µM; 290,000 tested, 9.2% active; AID 2315; in the data active = inhibition mostly above about 28%, no sharp cut-off; inactive = mostly below about 43%; note: 0% is about no effect
* hit, by the source's call; ? = inconclusive; / = not tested or not shown; & = joins results of further samples; [ ] = remark or other dose. Unless noted, calls come from the whole dose curve; as a rule, active = well fitted curve in the direction sought with a large enough effect; inconclusive = small, poorly fitted or top-dose-only effect, or another doubt; inactive = no such curve, though single readings can be large; an effect the other way counts as inactive or inconclusive. Compounds as they come; overall some 21% were active at least once.

compound,Pf growth 96h,LmPK inhibitor,Tb PYK inh,AMA1-RON2 inh,Pf growth 48h,CHX counter,Shiga toxin inh
COc1ccc(OC)c(S(=O)(=O)NC2CCSc3ccccc32)c1 (configuration not stated),-25%,-8%,0%,0%,-4%,6,-5
COc1ccc(NC(=O)CSc2nc3ccsc3c(=O)n2CCC(=O)O)c(OC)c1,96%[activator],-2%,-5%,-11%,10%,-2,-3
CCn1nc(C(=O)OCC(=O)N(CC(C)C)c2c(N)n(Cc3ccccc3)c(=O)[nH]c2=O)c2ccccc2c1=O,20%,/,-2%,-15%,4%,/,/
CCOc1ccc(-n2cc(C(=O)N3CCCCCC3)c3cc(OC)c(OC)cc3c2=O)cc1,?,-2%,15%,15%,?,-3,-18
CC(C)N(C)CCOC(=O)c1ccccc1Br,40%[activator],-2%,-22%,-8%,20%,-1,5
O=C(/C=C/c1ccc(-c2ccccc2[N+](=O)[O-])o1)c1ccco1,9%,4%,2%,?,-2%,37*,113*
COc1ccc(CNC(=O)C2CC(=O)N(c3ccc(OCC(=O)N4C(C)CCCC4C)cc3)C2)cc1 (configuration not stated),/,5%,-8%,-8%,?,-1,26
Oc1ccccc1/C=N/Nc1nn[nH]n1,-23%,-12%,-13%,42%[activator],4%,-3,15
C/C(CCc1oc2ccc(Br)cc2c1-c1ccc(C)o1)=N/O,?,0%,-10%,-20%,-13%,-3,-11
O=C(O)CCn1nnc(-c2ccccc2)n1,44%[activator],1%,-6%,10%,18%,-3,-16

The results go on.
compound,Pf growth 96h,LmPK inhibitor,Tb PYK inh,AMA1-RON2 inh,Pf growth 48h,CHX counter,Shiga toxin inh
COc1cccc(C2C(C#N)=C(N)OC3=C2C(=O)CC(c2ccco2)C3)c1OCc1ccc(F)cc1 (configuration not stated),65%[activator],-3%,1%,-15%,6.6µM*,-4,-8
O=C(c1cc2ccccc2cc1O)N1CCN(c2ccc([N+](=O)[O-])cc2)CC1,?,/,-5%,-17%,6.6µM*,/,/
NCCCC[C@H](N)c1nnc([C@H](CCC(=O)O)NC(=O)C2CCNCC2)o1,25%,-4%,1%,109%[activator],53%[activator],9,-10
CCCOc1ccc2[nH]c(C(=O)N/N=C/c3cc(OC)c(OC)c(OC)c3)cc2c1,?,-3%,1%,-2%,?,1,4
O=[N+]([O-])c1ccc(OCc2cnc(Cl)s2)cc1,18%,1%,1%,-8%,21%,32*,32
CC1CN(C(=O)/C(C#N)=C2\N=C(NC(=O)c3ccccc3Cl)c3ccccc32)CC(C)O1 (configuration not stated),-9%,0%,/,/,-5%,-2,-3
CCOC(=O)c1ccc(N=C2S/C(=C\c3cc(C)n(-c4cccnc4)c3C)C(=O)N2C)cc1,?,5%,11%,6%,/,-3,-11
Cc1ccc(Cn2ccnc2C(=O)Nc2ccccc2)cc1,100%[activator],-1%,-3%,5%,157%[activator],27*,87*
Cc1[nH]c(=S)[nH]c(=O)c1CCOc1ccccc1,/,-1%,-20%,107%[activator],-9%,-4,-12
Cc1ccc(NC(=O)c2cc(-c3ccccc3)nn2-c2ccccc2)c(Br)c1,12µM*,1%,14%,-18%,?,-1,8

(continued)
compound,Pf growth 96h,LmPK inhibitor,Tb PYK inh,AMA1-RON2 inh,Pf growth 48h,CHX counter,Shiga toxin inh
CCS(=O)(=O)CCSC(=N)N,-48%,1%,-5%,-2%,/,-2,-3
COc1ccc(NC(=O)C2CCN(C(=O)c3cccs3)CC2)cc1,/,-1%,1%,-21%,-4%,1,-12
CCOc1cc(N2CCOCC2)c(OCC)cc1NC(=O)COC(=O)CCc1c[nH]c2ccccc12,?,6%,-9%,-2%,-8%,-3,-1
Cc1ccc(C)c(C(=O)COC(=O)c2ccc(C)c(S(=O)(=O)N3CCOCC3)c2)c1,-59%,/,-4%,-7%,?,/,/
CCC(NS(=O)(=O)c1ccc(C)cc1)C(=O)Nc1ccc(NC(C)=O)cc1 (configuration not stated),/,-16%,-2%,12%,3%,-6,-3
CCC1=NN2C(=N)/C(=C\c3ccc(OCc4cc(=O)n5nc(CC)sc5n4)c(OC)c3)C(=O)N=C2S1,30%[activator],4%,-2%,1%,?,7,-9
COc1ccccc1CN(Cc1nc2ccccc2c(=O)[nH]1)S(=O)(=O)c1ccc(C)cc1,/,-6%,2%,51%[activator],5.9µM*,-6,-21
CCOC(=O)c1c(N)sc2c1CCC(CC)C2 (configuration not stated),-12%,0%,-7%,0%,/,10,22
CC(=O)Nc1ccc(S(=O)(=O)N2CC3(C)CC2CC(C)(C)C3)cc1 (configuration not stated),2%,1%,-8%,-1%,-29%,-2,-12
CC(C)N1CCC(N2CCN(Cc3nc4ccccc4s3)CC2CCO)CC1 (configuration not stated),-23%,4%,2%,0%,?,9,2

(more compounds)
compound,Pf growth 96h,LmPK inhibitor,Tb PYK inh,AMA1-RON2 inh,Pf growth 48h,CHX counter,Shiga toxin inh
COc1ccc(CNC(=O)CN2C(=O)NC3(CCCc4sccc43)C2=O)cc1OC (configuration not stated),4.1µM*,/,2%,-8%,?,/,/
CCC(C)[C@H](NC(=O)N1CC(=O)Nc2ccccc21)C(=O)N1CCC[C@@H]1C(=O)O (some centres not stated),24%,-3%,-6%,8%,4%,5,-2
O=C(CCCc1ccccc1)Nc1nncs1,-6%,0%,9%,5%,15%,-2,11
CC(Oc1ccccc1)C(=O)Nc1nnc(C2CCCCC2)s1 (configuration not stated),0.0029µM*,1%,3%,-11%,27%,49*,130*
O=S(=O)(c1ccc(-c2ccon2)s1)N1CCCC1,19%,-3%,-8%,-4%,-7%,-3,-12
COc1cccc(NC(=O)N2CCCC2C(=O)NC23CC4CC(CC(C4)C2)C3)c1 (configuration not stated),2%,-2%,-5%,-2%,-1%,-2,-12
O=C(Nc1ccc(F)cc1)c1nc[nH]c1C(=O)Nc1ccc([N+](=O)[O-])cc1,235%[activator],-1%,-6%,25%,5%,-3,-3
O=C(Nc1ccc(Cl)cc1)C1C2CCCCC21 (configuration not stated),6%,2%,3%,6%,39%[activator],48*,67*
CCCN1CCN(CCCNC(=O)c2cc3c(=O)[nH]c4ccc(C)cc4c3s2)CC1,?,4%,0%,-4%,?,-1,-6
COC(=O)C1CCCN1C(=O)c1cccs1 (configuration not stated),16%,6%,-2%,1%,-3%,3,0

Later entries
compound,Pf growth 96h,LmPK inhibitor,Tb PYK inh,AMA1-RON2 inh,Pf growth 48h,CHX counter,Shiga toxin inh
COc1ccc(-c2cc(C(=O)NN3CCOCC3)c3ccccc3n2)cc1OC,?,1%,5%,24%,?,-3,-5
CC(/C=N/Nc1nncc(=O)[nH]1)=C\c1ccccc1,1%,0%,-1%,15%,5%,-1,13
CC(C)=CC1C(C(=O)OCN2C(=O)C3=C(CCCC3)C2=O)C1(C)C (configuration not stated),6%,/,-2%,/,3%,/,/
CCOc1ccc(NC(=O)CN(C)C(=O)c2ccccc2SCc2c(C)noc2C)cc1OCC,-22%,/,0%,34%[activator],-12%,/,/
Cc1cccc(-n2ncc3c(NNC(=O)c4ccco4)ncnc32)c1,-30%,9%,-20%,136%[activator],-11%,20*,3
O=c1[nH]cnc2c1ncn2Cc1ccc([N+](=O)[O-])cc1,7%,-5%,1%,0%,32%[activator],7,13
O=c1oc2ccccc2c(Nc2cccc(O)c2)c1[N+](=O)[O-],/,11%,-7%,4%,5%,13,-7
CC1(C)CC(=O)C(N=Nc2ccc(S(=O)(=O)N3CCCCCC3)cc2)=C(O)C1,?,1%,6%,-2%,11%,1,3
CCC(C)N(C(=O)Cn1nnc(-c2ccc(F)cc2)n1)C1CCS(=O)(=O)C1 (configuration not stated),-28%,-2%,1%,11%,1%,-4,-19
O=C(Nc1cccnc1)c1cc2nc(C3CC3)cc(C(F)(F)F)n2n1,29%,0%,-2%,-3%,6%,11,10

Profiles, quoted from the list:
Record of Cc1[nH]c(=S)[nH]c(=O)c1CCOc1ccccc1 → Pf growth 96h: /; LmPK inhibitor: -1%; Tb PYK inh: -20%; AMA1-RON2 inh: 107%[activator]; Pf growth 48h: -9%; CHX counter: -4; Shiga toxin inh: -12
Record of CCCN1CCN(CCCNC(=O)c2cc3c(=O)[nH]c4ccc(C)cc4c3s2)CC1 → Pf growth 96h: ?; LmPK inhibitor: 4%; Tb PYK inh: 0%; AMA1-RON2 inh: -4%; Pf growth 48h: ?; CHX counter: -1; Shiga toxin inh: -6

Further entries follow:
compound,Pf growth 96h,LmPK inhibitor,Tb PYK inh,AMA1-RON2 inh,Pf growth 48h,CHX counter,Shiga toxin inh
O=C(NCc1ccc(F)cc1)c1cccnc1C(=O)O,-20%,0%,-13%,22%,-6%[0.00184 µM],-5,2
Cn1c(C(=O)NCc2cccs2)cc2oc3ccccc3c21,/,0%,1%,-1%,59%[activator],62*,82*
Cc1nnc(NC(=O)C(C)Sc2nnc(-c3ccco3)n2C(C)C)s1 (configuration not stated),10%,-3%,0%,-3%,-2%,-1,-3
CCOCCCNC(=O)c1cccc(OC2CCN(S(C)(=O)=O)CC2)c1,-16%,-2%,-1%,2%,28%,30*,35*
COc1ccc(-c2nc(CS(=O)CC(=O)N3CCc4ccccc4C3)c(C)o2)cc1 (configuration not stated),?,1%,-12%,-1%,/,-2,-8
Cc1nnc(N=c2ssnc2Cl)o1,36%[activator],/,?,35%[activator],-6%,/,/
CCC(CO)Nc1ncc([N+](=O)[O-])cc1C#N (configuration not stated),170%[activator],-5%,-5%,0%,3%,-3,-3
COc1ccc(-n2c(CCc3ccccc3)n[nH]c2=S)cc1,-1%,-8%,?,89%[activator],-34%[5.75 µM],1,-16
O=C(CCNS(=O)(=O)c1ccc(Br)s1)NC1CCCC1,10µM*,4%,-4%,5%,?,-2,-9
COc1ccc(C)cc1NC(=O)CN(c1ccccc1)S(C)(=O)=O,?,1%,-20%,12%,2%,-4,43

(more compounds)
compound,Pf growth 96h,LmPK inhibitor,Tb PYK inh,AMA1-RON2 inh,Pf growth 48h,CHX counter,Shiga toxin inh
Oc1cccc(/C=N/N2CCN(C3c4ccccc4-c4ccccc43)CC2)c1,-2%,2%,-7%,?,-14%,3,12
Nc1ccc(S(=O)(=O)Nc2nc(-c3ccccc3)cc(-c3ccccc3)n2)cc1,7%,0%,4%,-15%,-2%,-1,-7
CCOc1ccc(S(=O)(=O)N(CC)CC(=O)N2CCCC2)cc1C,-17%,1%,1%,-14%,?,1,/
CN(C)/C=N/c1nc2nccc(-c3cccnc3)n2n1,-7%,-5%,-9%,12%,297%[activator],-11,-6
O=C(CN1C(=O)S/C(=C\c2ccccc2F)C1=O)Nc1ccccc1O,47%[activator],9%,0%,10%,-14%,-3,13
CC1=C(C)CC(C(=O)NCc2ccc3c(c2)OCO3)C(C(=O)O)C1 (configuration not stated),12%,0%,-2%,8%,/,8,-3
CC(=O)C1=C(N2CCCCC2)CCC1=O,18%,5%,-3%,-1%,20%,0,18
Cc1ccc(CN2CCN(C(=O)C3CCCO3)CC2)cc1 (configuration not stated),/,-4%,2%,-1%,7%,1,-8
CC(=O)NC(c1ccco1)c1cc(Cl)c2ccc(Cl)nc2c1O (configuration not stated),1%&-16%,/,-5%,/,-15%&52%,/,/
CCOC(=O)[C@@H]1[C@H]2COc3ccc(Br)cc3[C@@H]2N2C(=O)N(c3ccc(C(F)(F)F)cc3)C(=O)[C@]12C,?,-5%,6%,-5%,?,1,-2
OCCN(CCO)c1ccc(C(c2ccc(Cl)cc2)c2ccc(N(CCO)CCO)cc2Cl)c(Cl)c1,58%[activator],6%,-2%,0%,?,-4,2

Source: PubChem (National Center for Advancing Translational Sciences (NCATS))
